BAP1 inh = blocks human BAP1 ubiquitin-AMC hydrolysis. recombinant BAP1, Ub-AMC hydrolysis fluorescence kinetic; stronger effect = lower value. activity remaining (% of control), % at 20 µM. 72,000 tested, 0.48% active;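 active = activity remaining at or below 50% of control, provided the compound also passes the data quality filters; inactive = the rest, including low values that fail the filters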;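 note: 100% = DMSO wells rate and 0% = substrate alone blank rate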
Target sequence (Q92560 whole entry, looked up): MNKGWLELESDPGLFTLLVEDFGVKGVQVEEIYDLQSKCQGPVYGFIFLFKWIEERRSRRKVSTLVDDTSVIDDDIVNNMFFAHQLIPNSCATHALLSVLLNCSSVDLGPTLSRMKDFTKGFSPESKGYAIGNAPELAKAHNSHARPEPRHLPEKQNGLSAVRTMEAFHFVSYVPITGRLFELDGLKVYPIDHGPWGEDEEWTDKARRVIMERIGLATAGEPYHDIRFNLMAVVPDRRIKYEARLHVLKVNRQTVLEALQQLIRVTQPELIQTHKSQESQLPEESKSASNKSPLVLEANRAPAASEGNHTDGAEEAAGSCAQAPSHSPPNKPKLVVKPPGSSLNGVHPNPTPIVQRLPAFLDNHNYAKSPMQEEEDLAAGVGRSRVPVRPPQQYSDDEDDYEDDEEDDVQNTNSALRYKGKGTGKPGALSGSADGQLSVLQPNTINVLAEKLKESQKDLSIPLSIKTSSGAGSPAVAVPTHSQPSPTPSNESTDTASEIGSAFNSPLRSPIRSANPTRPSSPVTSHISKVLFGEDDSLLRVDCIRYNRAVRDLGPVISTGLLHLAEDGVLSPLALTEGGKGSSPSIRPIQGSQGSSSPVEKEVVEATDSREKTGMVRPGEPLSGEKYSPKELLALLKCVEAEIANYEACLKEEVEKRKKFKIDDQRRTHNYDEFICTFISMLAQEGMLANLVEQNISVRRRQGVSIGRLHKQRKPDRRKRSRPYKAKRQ
HePTP inh = inhibitors of human HePTP phosphatase; P35236; recombinant HePTP phosphatase activity, OD absorbance; inhibition, % at 20 µM; 110,000 tested, 0.64% active; AID 521; in the data active = inhibition above about 50%;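 note: plate controls were vehicle for no effect and reference inhibitor for full effect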
Target sequence (P35236 whole entry, looked up): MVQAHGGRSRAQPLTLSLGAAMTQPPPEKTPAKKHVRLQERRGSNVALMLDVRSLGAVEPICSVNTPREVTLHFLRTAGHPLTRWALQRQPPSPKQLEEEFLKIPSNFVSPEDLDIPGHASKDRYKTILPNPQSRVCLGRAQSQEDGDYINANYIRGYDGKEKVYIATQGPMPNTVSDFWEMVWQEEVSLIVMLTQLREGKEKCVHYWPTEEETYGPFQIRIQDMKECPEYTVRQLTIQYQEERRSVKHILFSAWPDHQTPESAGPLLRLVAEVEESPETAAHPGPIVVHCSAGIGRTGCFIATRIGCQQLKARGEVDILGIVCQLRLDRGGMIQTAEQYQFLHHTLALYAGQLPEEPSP
* = called active by the depositor; x = not tested or not shown; & = joins results of further samples.

SMILES	BAP1 inh	HePTP inh
CC1=C(C(=O)OCCOc2ccccc2)C(c2ccc([N+](=O)[O-])cc2)C2=C(CCCC2=O)N1 (centres undefined)	x	-4.3
CCOC(=O)Cc1nnc(NC(=O)COc2ccc(C)cc2)s1	99.2	7.5
COc1ccc(C(=O)N/C(=C\c2ccc(Cl)cc2)C(=O)NCc2ccncc2)cc1	x	8.5
COCCCNC(=O)CN(c1ccc(OC)c(OC)c1)S(=O)(=O)c1ccc(C)cc1	x	6.7
Cc1cc2c(c(=O)n1CCN(C)C)C(c1ccccc1Br)C(C#N)=C(N)O2 (centres undefined)	86.4	2.0
CCOC(=O)c1c(NC(=O)c2cc3n(n2)C(C(F)(F)F)CC(c2ccco2)N3)sc2c1CCCCC2 (centres undefined)	84.9	x
Cn1c(N)c(C(=O)COC(=O)c2ccco2)c(=O)n(C)c1=O	105.5	4.9
CCOC(=O)C1CCCN(C(=O)CNS(=O)(=O)c2ccc(Br)s2)C1 (centres undefined)	96.6	16.0
O=c1cc(N2CCN(c3cccc(Cl)c3)CC2)[nH]c(=O)n1C1CCCCC1	77.4	-1.2
CCn1c2ccccc2c2cc(NC(=O)COC(=O)C3CCC(=O)N3)ccc21 (centres undefined)	x	8.4
Cc1cc2nc(-c3ccco3)cc(C(F)(F)F)n2n1	79.8	15.4
CCOCc1nnc(NC(=O)c2cccs2)s1	66.9	-2.3
CC(C)CC(=O)Nc1ccccc1C(=O)Nc1ccc(C(=O)O)cc1	x	-1.3
COC(=O)c1sccc1NC(=O)c1cccc(Br)c1	x	-3.1
CCSc1nc2c(c(=O)[nH]c(=O)n2C)n1Cc1ccc(Cl)cc1	99.2	0.6
COc1ccc(C(=O)Oc2ccc(C=C3C(=O)NC(=O)NC3=O)cc2)cc1	x	5.0
O=C(CN1CCN(C(=O)c2ccco2)CC1)Nc1ccccc1-c1ccccc1	x	2.6
COCCn1c(=S)[nH]c2cc(C(=O)N3CCN(c4ccccc4OC)CC3)ccc2c1=O	92.4	5.2
COC(=O)c1[nH]c2ccccc2c1NC(=O)CCN1CCSCC1	92.5	-2.4
COc1ccc(Nc2ncnc3c2cnn3Cc2ccccc2)cc1OC	96.1	-1.8
Cc1nnc(Nc2ccc(C(=O)N3CCOCC3)cc2)c2ccccc12	109.4	7.4
COC(=O)COc1ccc(S(=O)(=O)Nc2ccc(C(N)=O)cc2)cc1Cl	60.2	6.6
CC1(C)CC(=O)c2sc(NC(=O)c3ccco3)nc2C1	72.5	3.8
Cc1ccc(S(=O)(=O)N2CCCN(S(=O)(=O)c3ccc4c(c3)OCCO4)CC2)cc1	84.0	-7.4
CCOc1ccc(C(=O)Nc2ccc(-c3nc4ncccc4o3)cc2)cc1Cl	x	7.6
O=C(Nc1ccccc1C(=O)Nc1ccc(Br)cc1)c1ccccc1F	100.0	x
COc1ccccc1S(=O)(=O)Cc1ccc(C(=O)N2CCN(c3ccc(C)cc3)C(C)C2)o1 (centres undefined)	91.0	16.8
CCOC(=O)CN1C(=O)C(O)(CC(=O)c2ccco2)c2ccccc21 (centres undefined)	101.0	2.8&-0.2
CCOC(=O)N1CCN(c2c(NCCc3ccc(OCC)c(OCC)c3)c(=O)c2=O)CC1	91.6	0.3
CC1(C)Cc2nc(N3CCOCC3)c(C#N)cc2CO1	185.9	-1.5
Cc1cc(C)c(C#N)c(SC2CCCCC2=O)n1 (centres undefined)	140.0	7.7
COc1ccccc1Nc1nc2ccccc2[nH]1	97.5	-5.3
CCN(CC)c1ccc(NC(=O)Nc2ccccc2)cc1	x	-13.3
O=C(Nc1cc(Cl)ccc1O)c1cnn2c(C(F)(F)F)cc(-c3cccs3)nc12	x	-15.0
O=C(NC1CC1)C1CCCN1S(=O)(=O)c1ccc2ccccc2c1 (centres undefined)	112.1	3.4
COc1ccc2c(c1)c(=O)oc1cc(OCC(=O)N3CCC(C)CC3)ccc12	x	13.0
COCCn1c(SCC(=O)c2ccccc2)nc2c(c1=O)SC(C)C2 (centres undefined)	101.5	9.8
O=P(c1cccs1)(c1cccs1)c1cccs1	98.8	3.6
COc1ccc(S(=O)(=O)C(C#N)c2nc3ccccc3nc2N2CCCCC2)cc1 (centres undefined)	x	1.6
C/C(=N\OCc1nc2c3c4c(sc3ncn2n1)C(C)(C)NC(C)(C)C4)c1ccc(Br)cc1	x	5.2
CNc1nc(SCc2ccccc2)nc(N2CCOCC2)n1	118.7	6.4
CC1=C(C(=O)OCCOc2ccccc2)C(c2ccc(Cl)c([N+](=O)[O-])c2)C2=C(CC(C)(C)CC2=O)N1 (centres undefined)	x	2.5
c1ccc2c3c(ccc2c1)OCOc1ccc2ccccc2c1C3	x	3.3
Cc1ccc(C(C)C)c(OCCOc2ccc(Cl)cc2/C=N/n2cnnc2)c1	x	0.3
C/C(Cl)=C/Cn1c(SC(C)C)nc2c1c(=O)[nH]c(=O)n2C	95.4	5.5
COc1ccc(C2C(C(C)=O)=C(Nc3ccccc3)CC(C)(O)C2C(C)=O)cc1OC (centres undefined)	x	-7.4
CN(C)S(=O)(=O)NCC(=O)NN=Cc1ccncc1	x	0.0
O=C(CSc1nnnn1-c1ccccc1)Nc1ccccc1O	x	2.7
O=C(CN1C(=O)CCS(=O)(=O)c2ccccc21)NCc1ccccc1	105.6	-2.1
CC1(NCC(O)COc2cccc3[nH]ccc23)CCC(C(C)(C)NC(=O)CBr)CC1 (centres undefined)	82.9	x
Cc1ccc(S(=O)(=O)NCC(=O)N(CC(=O)NCC2CCCO2)C2CCCC2)cc1 (centres undefined)	106.6	4.1
CCOc1ccc(C(=O)Nc2nnc(C)s2)cc1OCC	90.8	-5.5
COc1ccc(-c2cc(C(N)=O)on2)c(OC)c1	71.4	x
CCOc1cc(C#N)c(NC(=O)c2ccnn2C)cc1OCC	105.6	9.3
Cn1nnnc1SCC(=O)Nc1ccccc1-c1ccccc1	91.7	18.3
O=C(O)c1ccc2nc(C(F)(F)F)[nH]c2c1	92.8	10.6
CC1=C(C(=O)Nc2ccccn2)C(c2ccc(Br)cc2)n2ncnc2N1 (centres undefined)	114.3	-5.2
CCOC(=O)C1CCCN(C(=O)c2cnn3c(C(F)F)cc(-c4ccc(C)cc4)nc23)C1 (centres undefined)	116.6	-8.8
Cc1ccc(N(Cc2ccco2)S(=O)(=O)c2ccc([N+](=O)[O-])cc2)cc1	x	8.3
N#Cc1c2n(c3c(=O)[nH]cnc13)CCCC2	94.1	0.2

Given with two lines to a compound: 5 of the compounds above.
Values run as follows: BAP1 inh | HePTP inh
CCOC(=O)C1CCCN(C(=O)c2cnn3c(C(F)F)cc(-c4ccc(C)cc4)nc23)C1 (centres undefined)
 : 116.6 | -8.8
N#Cc1c2n(c3c(=O)[nH]cnc13)CCCC2
 : 94.1 | 0.2
Cc1ccc(N(Cc2ccco2)S(=O)(=O)c2ccc([N+](=O)[O-])cc2)cc1
 : x | 8.3
Cc1ccc(S(=O)(=O)NCC(=O)N(CC(=O)NCC2CCCO2)C2CCCC2)cc1 (centres undefined)
 : 106.6 | 4.1
O=C(CSc1nnnn1-c1ccccc1)Nc1ccccc1O
 : x | 2.7

Returning to the listing, repeating the 5 entries before the break.
SMILES	BAP1 inh	HePTP inh
O=C(O)c1ccc2nc(C(F)(F)F)[nH]c2c1	92.8	10.6
CC1=C(C(=O)Nc2ccccn2)C(c2ccc(Br)cc2)n2ncnc2N1 (centres undefined)	114.3	-5.2
CCOC(=O)C1CCCN(C(=O)c2cnn3c(C(F)F)cc(-c4ccc(C)cc4)nc23)C1 (centres undefined)	116.6	-8.8
Cc1ccc(N(Cc2ccco2)S(=O)(=O)c2ccc([N+](=O)[O-])cc2)cc1	x	8.3
N#Cc1c2n(c3c(=O)[nH]cnc13)CCCC2	94.1	0.2
c1ccc(-c2nnc(SCc3nc4ccccc4[nH]3)o2)cc1	83.2	6.5
CCCCSCCCNC(=O)Nc1cccc(OC)c1	97.1	3.4
COC(=O)c1ccccc1NC(=O)CSc1nnc(-c2cccc(NC(C)=O)c2)n1C	92.8	2.9
Cc1c(Br)c([N+](=O)[O-])nn1CC(=O)NC1CCCCC1	x	9.0
Cc1ccc(S(=O)(=O)OCCOCCOS(=O)(=O)c2ccc(C)cc2)cc1	x	-2.6
CCOC(=O)c1c(NC(=O)CSc2nnc(C)c(=O)[nH]2)sc2c1CCN(C)C2	199.7	x
CC1(C)CC(=O)C=C(N2CCNCC2)C1	99.2	6.1
CCOC(=O)c1cnc(C(C)(C)C)[nH]c1=O	77.2	9.2
Cc1cc(Cl)ccc1NC(=O)CSCc1cccc(Br)c1	x	0.8
CC(=O)c1ccc(NC(=O)C2CC(=O)N(C3CCCCC3)C2)cc1 (centres undefined)	x	6.8
CC(C)(C)c1ccc(C(=O)O/N=C(\N)c2cccc([N+](=O)[O-])c2)cc1	x	-0.3
COc1c(Cl)cc(-c2nc3cc(NC(=O)C(C)C)ccc3o2)cc1Cl	x	-18.2
COc1ccc(S(=O)(=O)N2CCCC(C(=O)NCc3ccccn3)C2)cc1Cl (centres undefined)	112.3	7.8
CNc1nc(-c2ccccc2O)nc(-c2ccccc2O)n1	x	-0.7
CCCCn1c(N)c(N(CCOC)C(=O)CSc2nc3ccc(C)cc3[nH]2)c(=O)[nH]c1=O	x	4.6
CC(CC(=O)O)CC1=NS(=O)(=O)c2ccccc2N1 (centres undefined)	114.7	5.2
Cc1cc(NS(=O)(=O)c2ccccc2[N+](=O)[O-])no1	x	2.2
COc1ccc(C(=O)NCCc2nnc(SCC(=O)Nc3ccccc3)n2C)cc1	92.9	-1.3
CC(O)CNC(=O)C(=O)Nc1ccc(F)cc1 (centres undefined)	x	-5.6
O=C(CN(c1cccc(Br)c1)S(=O)(=O)c1ccccc1)Nc1cccc2ccccc12	x	4.6
COC(=O)c1cc(NS(=O)(=O)c2ccc(Br)cc2)cc(C(=O)OC)c1	81.5	x
COc1cc2c(cc1NC(=O)COc1ccccc1OC)oc1ccccc12	x	2.9
COc1ccccc1NC(=O)CCCC(=O)OCC(F)(F)C(F)F	x	-9.9
CC1=C(C(=O)OC(C)C)C(c2cc(Br)ccc2F)CC(=O)N1 (centres undefined)	x	0.1
CCOC(=O)CC(NC(=O)c1ccco1)c1ccccc1Cl (centres undefined)	103.5	-3.9
CC(=O)N1CCc2cc(S(=O)(=O)CCC(=O)Nc3cccc(F)c3)ccc21	101.7	2.0
CCCCn1c(=S)[nH]c2c1c(=O)[nH]c(=O)n2C	119.3	x
CCCn1c(SCC(=O)c2ccc3c(c2)OCCO3)nnc1C(C)C	97.6	5.0
O=C(CC1Oc2ccccc2NC1=O)NCCCN1CCN(C2CCCCC2)CC1 (centres undefined)	97.0	6.4
NC12CC3CC(C1)CC(CC(=O)O)(C3)C2	x	-0.6
O=[n+]1cc(-c2cc3ccccc3o2)n([O-])c2c1CCCC2	89.4	6.7
O=C(CCSc1nnnn1-c1ccccc1)N1CCOCC1	89.1	9.5
COc1ccc(CN2CCN(C3CCCC(C)C3)CC2)c(OC)c1 (centres undefined)	x	0.5
COc1cccc(NC(=O)CCCN2C(=O)c3cccc4cccc(c34)C2=O)c1	x	-4.6
CCOC(=O)C(CC)Sc1nc2c(c(=O)[nH]c(=O)n2C)n1CCc1ccccc1 (centres undefined)	101.9	4.7
COc1ccccc1C1Nc2ccc(C(=O)c3ccccc3)cc2NC2=C1C(=O)CCC2 (centres undefined)	x	13.4
CN(C(=O)c1ccc(C(=O)N(C)c2ccc(O)cc2)cc1)c1ccc(O)cc1	x	-8.0
Cc1cccc2nc(Cn3c(=O)n(CCC(=O)NCc4ccco4)c(=O)c4ccccc43)cc(=O)n12	x	6.7
COc1ccc2oc(=N)c(C(=O)Nc3ccc(C)cc3)cc2c1	64.8	x
COc1ccc(C2(CNC(=O)c3ccc(Br)o3)CCOCC2)cc1	66.0	5.0
CCSc1nnc(-c2cccs2)o1	97.8	1.8
CCOc1cccc(-c2cc(C(=O)N3CCCCCC3)c3ccccc3n2)c1	x	-11.5
Nc1nc(C(=O)N2CCOCC2)nn1S(=O)(=O)c1ccc(Cl)cc1	91.3	1.8
O=C(CCCNS(=O)(=O)c1cccs1)N1CCc2ccccc2C1	x	-7.2
O=C(N/N=C/c1ccc([N+](=O)[O-])cc1)c1cc(-c2ccc3ccccc3c2)n[nH]1	x	7.8
COC(=O)c1c(-n2cnnn2)sc(C)c1C	68.2	5.9
O=C(CC1(O)C(=O)N(CCc2ccccc2)c2ccccc21)c1ccco1 (centres undefined)	93.8	10.7
Cc1cccc2cc(CN(CC3CCCO3)C(=O)c3cnccn3)c(=O)[nH]c12 (centres undefined)	64.5	15.6
CCSc1nsc(SCC)c1C(N)=O	x	0.9
CC(=O)CC(=O)NCc1ccc(F)cc1	x	2.1
CC1(C)CC(=O)C2=C(C1)OC(N)=C(C#N)C21CCCCC1	x	17.1
COc1ccc(/C(N)=N/OC(=O)c2ccco2)cc1	x	12.9
CCCc1cc(=O)oc2cc(C)c3c(C)coc3c12	x	0.6
COc1ccc(OC)c(N(CC(=O)Nc2ccc(C(C)C)cc2)S(C)(=O)=O)c1	x	-14.8
CCC(=O)c1ccc(N2CCN(C(=O)c3cc(F)c(F)cc3Cl)CC2)c(F)c1	x	4.1
CCOc1ccc(NC(=O)CSc2nnc(COc3c(C)cccc3C)o2)cc1	73.1	4.7
O=C(O)c1cccc(Nc2nc(-c3ccc(Cl)cc3)cs2)c1	x	22.7
CCN(CC)S(=O)(=O)c1cccc(-c2nnc(SCCOc3ccccc3C)o2)c1	x	5.7
COc1ccc(S(=O)(=O)N(CC(=O)Nc2cccc(Cl)c2C)c2cc(C)cc(C)c2)cc1OC	x	4.0
O=C(N1CCSCC1)C(F)(F)C(F)(F)C(F)(F)C(F)(F)F	x	1.9
Next part.
SMILES	BAP1 inh	HePTP inh
Cc1cccc(CN2CCN(CC(=O)O)C2=O)c1	100.2	6.1
CS(=O)(=O)N(CC(=O)NCc1ccc2c(c1)OCO2)c1ccccc1	97.4	4.9
CCC(C(=O)OCCN(CC)CC)c1ccccc1 (centres undefined)	158.9	0.9
O=C(Nc1nc2c(s1)CCc1ccccc1-2)c1ccco1	91.8	-12.5
Cc1nc2ccc(S(=O)(=O)NCC(=O)N3CCC(C)CC3)cc2s1	87.0	-16.6
O=C(Nc1ccccn1)c1ccc2c(c1)C(=O)N(N1C(=O)c3ccccc3C1=O)C2=O	x	-4.7
O=C(COc1ccc(Br)cc1)Nc1cccc2nsnc12	x	-0.7

Compounds were not picked by outcome; about 0.83% have a hit in one of these screens.
